TMEM16A act – mouse TMEM16A channel activation, primary screen; Q8BHY3; HEK293 TMEM16A/YFP-H148Q/I152L, iodide quench fluorescence; active compounds read low; B-score at 10 µM; actives 0.3% (n = 340,000); AID 623877;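 active = fluorescence-ratio B-score plate-corrected deviation score at least 3 library SD below zero, with starting fluorescence score within 5 deviations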;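 note: channel opened by trigger with iodide after compound preincubation; score built on the fluorescence ratio of max minus min over baseline; more negative score means more quench and so TMEM16A activation or potentiation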
SKKanGAS inh – SKKanGAS growth inhibition | S. pyogenes SKKanGAS, kanamycin growth, BacTiter-Glo, 6 h | inhibition, % at 7.5 µM | actives 1.3% (n = 300,000) | AID 1662;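 active = mean replicate score, as percent of positive control median, at least 50; inconclusive = mean below 50 but one replicate at or above 50; inactive = mean and every replicate below 50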;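 note: strain carries kanamycin resistance gene driven by streptokinase promoter and grows in 40 µg/ml kanamycin; loss of luminescence reflects streptokinase promoter inhibition or plain growth inhibition; 0% = median of DMSO wells and 100% = positive control at its reference dose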
TMEM16A inh – blocks the mouse calcium-activated chloride channel TMEM16A; Q8BHY3; HEK293 TMEM16A/YFP iodide influx fluorescence, ionomycin; normalized B-score (activity score, 25-100; higher = stronger inhibition) at 10 µM; actives 1.2% (n = 310,000); AID 588511;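 active = ratio plate-corrected score three or more library SD toward inhibition, starting fluorescence score within five deviations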;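 note: score derived from kinetic fluorescence span divided by baseline fluorescence per well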
MrgX1 antag – human MrgX1 receptor antagonism, primary screen | Q96LB2 | MRGX1-HEK293 calcium flux, Fluo-4, BAM8-22 antagonism; active compounds read low | B-score at 10 µM | actives 1.3% (n = 310,000);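 active = calcium-response B-score plate-corrected more than 3 library SD below zero, starting fluorescence within 5 deviations, no agonist response on first addition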;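 note: peak minus trough fluorescence over baseline after final BAM8-22 challenge near maximal dose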
Target sequence (Q96LB2 whole entry, looked up): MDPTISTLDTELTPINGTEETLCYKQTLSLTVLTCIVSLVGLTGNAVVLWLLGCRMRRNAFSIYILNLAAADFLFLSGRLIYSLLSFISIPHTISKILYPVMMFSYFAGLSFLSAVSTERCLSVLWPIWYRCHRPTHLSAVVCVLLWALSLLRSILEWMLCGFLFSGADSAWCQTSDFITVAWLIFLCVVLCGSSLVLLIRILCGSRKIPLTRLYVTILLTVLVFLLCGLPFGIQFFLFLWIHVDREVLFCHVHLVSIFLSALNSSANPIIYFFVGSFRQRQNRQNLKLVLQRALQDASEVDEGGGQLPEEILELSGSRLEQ
MrgX1 agonist – activates human MrgX1 receptor signaling. Q96LB2. MrgX1-HEK293 cells, Fluo-4 calcium fluorescence, agonist mode; active compounds read high. B-score at 10 µM. actives 0.44% (n = 310,000). AID 588627;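 active = calcium response B-score plate-corrected fluorescence ratio at least 3 library SD, with starting fluorescence B-score inside 5 SD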
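Test system: HEK293 cells stably expressing human MrgX1 receptor; Input: fifteen thousand cells per well; Dosing: compound delivered in addition one of three; Schedule: overnight seeding, then 1 h dark dye loading; Technique: Fluo-4 NW calcium fluorescence; Measure: B-scored fluorescence response ratio; Controls: positive and negative controls per plate.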
TRPC6 inhibitor – inhibitors of mouse TRPC6 channel; Q61143; HEK293-TRPC6, membrane potential dye, ACh-evoked depolarization; active compounds read low; B-score at 10 µM; actives 1.1% (n = 310,000); AID 2553;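 active = B-score under library mean minus 3 SD, initial fluorescence not abnormally high, positive integrated signal ratio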;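 note: B-score derived from integrated fluorescence ratio over the kinetic read; more negative B-score means stronger inhibition of depolarization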
HDAC3 inhib – human HDAC3 inhibition; O15379; recombinant HDAC3, fluorogenic peptide/trypsin coupled, fluorescence; inhibition, % at 8.3 µM; actives 0.15% (n = 320,000); AID 2718; in the data active = inhibition above about 26%, passing the limit was not always enough; inconclusive = no clear call, values can overlap the other calls
Target sequence (O15379 whole entry, looked up): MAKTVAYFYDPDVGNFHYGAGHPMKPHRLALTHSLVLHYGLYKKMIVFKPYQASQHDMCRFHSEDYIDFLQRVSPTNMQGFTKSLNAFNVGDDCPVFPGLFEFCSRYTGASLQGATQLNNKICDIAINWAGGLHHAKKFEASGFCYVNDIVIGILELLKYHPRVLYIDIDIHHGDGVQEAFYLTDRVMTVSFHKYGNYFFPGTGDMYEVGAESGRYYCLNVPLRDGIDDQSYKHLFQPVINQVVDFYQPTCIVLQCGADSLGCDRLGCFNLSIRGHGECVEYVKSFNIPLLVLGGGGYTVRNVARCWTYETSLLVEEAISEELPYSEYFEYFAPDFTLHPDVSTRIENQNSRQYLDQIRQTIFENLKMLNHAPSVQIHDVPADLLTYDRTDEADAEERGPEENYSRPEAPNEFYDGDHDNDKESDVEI
RGS4 pot – RGS4 potentiation or activation; HEK293 M3R/inducible RGS4, carbachol calcium flux Fluo4; active compounds read low; B-score at 10 µM; actives 0.92% (n = 310,000);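 active = B-score of the integrated calcium signal more than 4 SD below the library mean, with starting fluorescence not abnormally high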;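 note: negative B-score means reduced calcium response which marks RGS4 activation or potentiation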
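Also added: carbachol at ECmax as muscarinic agonist stimulus; Assay system: HEK293 cells with stable M3R and inducible RGS4; Timing: overnight RGS4 induction, 30 min dye load 37 °C, 20 min compound RT; Measured by: Fluo4-AM (2 µM) calcium-flux fluorescence, kinetic read.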
MrgX1 allo act – human MrgX1 positive allosteric modulation, primary screen; B-score at 10 µM; MrgX1-HEK293, Fluo-4 calcium flux, FDSS; active compounds read high; Q96LB2; actives 0.63% (n = 310,000);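 active = plate-corrected calcium response at least 3 library SD above typical, normal starting fluorescence, not activating the receptor alone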;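 note: compound read alongside a low EC10 to EC30 dose of BAM8-22 agonist; peak minus trough fluorescence over baseline measured at the second addition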
RGS4 inh – human RGS4 inhibition; P49798; HEK293 M3R/RGS4 inducible, Fluo-4 calcium flux; active compounds read high; triggered by carbachol at its EC20; B-score at 10 µM; actives 0.45% (n = 310,000); AID 463165;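 active = B-score, a plate-corrected calcium signal, over three deviations above library mean, with baseline fluorescence within five deviations of library mean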;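 note: RGS4 expression induced by doxycycline in cells with stable M3 receptor; B-score is computed from the integrated fluorescence ratio over baseline after carbachol; higher B-score means a larger calcium signal and so more RGS4 inhibition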
Target sequence (P49798 whole entry, looked up): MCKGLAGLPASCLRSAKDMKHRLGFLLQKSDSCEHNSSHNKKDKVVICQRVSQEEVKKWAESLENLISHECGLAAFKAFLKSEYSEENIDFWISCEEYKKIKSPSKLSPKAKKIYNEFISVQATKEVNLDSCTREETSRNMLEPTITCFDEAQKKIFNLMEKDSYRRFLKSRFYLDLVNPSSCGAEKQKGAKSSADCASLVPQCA
TRPC6 act – activators of mouse TRPC6 channel. Q61143. HEK293-TRPC6 membrane potential dye fluorescence; active compounds read high. B-score at 10 µM. actives 0.13% (n = 310,000);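 active = B-score of the integrated fluorescence ratio above library mean plus 3 SD, and starting fluorescence ratio within library mean plus 5 SD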;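 note: higher score means more depolarization so channel activation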
* = called active by the depositor; i = inactive; ? = inconclusive; . = not tested or not shown.

Molecule	TMEM16A act	SKKanGAS inh	TMEM16A inh	MrgX1 antag	MrgX1 agonist	TRPC6 inhibitor	HDAC3 inhib	RGS4 pot	MrgX1 allo act	RGS4 inh	TRPC6 act
CCC(=O)Nc1cccc(C2=NOC3(C2)C[C@H](C(N)=O)N(C(=O)Cc2ccc([N+](=O)[O-])cc2)C3)c1 (some centres undefined)	i	2	i	i	i	i	2	i	i	i	i
CC(C)C(=O)Nc1nnc(COc2ccc(Cl)cc2)s1	i	-1	i	i	i	i	8	i	i	i	i
CC1CCC(NC(=O)CCCn2sc3ccccc3c2=O)CC1 (centres undefined)	i	-1	i	i	i	i	-6	i	i	i	i
COc1ccc(NC(=O)C2(c3ccccc3)CCCC2)cc1	i	6	i	i	i	i	2	i	i	i	i
CCc1ccc(N2C(=O)/C(=C/c3cccs3)N(CC(=O)OC)C2=S)cc1	i	3	i	i	i	i	10	i	i	i	i
COC(=O)C(C)Sc1ccc2nnc(-c3ccc(F)cc3)n2n1 (centres undefined)	i	11	i	i	i	i	.	i	i	i	i
Cc1ccc(CNC(=O)CNC(=O)c2c(C)nn(C)c2Cl)cc1	i	3	i	i	i	i	2	i	i	i	i
COC(=O)C1=C(C)NC(C)=C(C(=O)OC)C1C(=O)OC1CCCCC1=O (centres undefined)	i	-3	i	i	i	i	-1	i	i	i	i
CCCCCC(O)(c1ccc(OCC)cc1)C(CN1CCOCC1)c1ccccc1 (centres undefined)	i	5	i	i	i	i	26*	i	i	i	i
COc1cc(C)ccc1N(CCCN1C(=O)c2cccc3cccc(c23)C1=O)C(=O)c1cccs1	i	15	i	i	i	i	2	i	i	i	i
Cc1ccc(S(=O)(=O)N[C@H](C(=O)Oc2ccc3c(C(F)(F)F)cc(=O)oc3c2)c2ccccc2)cc1	i	8	i	i	29*	i	-1	i	i	i	i
Cc1cc(=O)[nH]c(N/N=C/c2c(C)nn(-c3ccccc3)c2Cl)n1	i	2	i	i	i	i	.	i	i	i	i
NC(=O)C1(N2CCCCC2)CCN(C(=O)c2ccc(C#Cc3ccccc3)o2)CC1	i	1	i	i	i	i	12	i	i	i	i
CCOC(=O)c1c(-c2ccccc2Cl)csc1NC(=O)c1cc(S(=O)(=O)N2CCOCC2)ccc1C	i	-1	i	i	i	i	6	i	i	i	i
COC(=O)C(NC(=O)c1ccco1)(Nc1ccc(Br)cn1)C(F)(F)F (centres undefined)	i	1	i	i	i	i	6	i	i	i	i
CSc1ccc(CCNC(=O)c2cccc3c2C(=O)N(C2CCCCC2)C3)cc1	i	21	i	i	i	i	-10	i	i	i	i
COc1ccc(C=NCC2OCCc3ccccc32)cc1OC (centres undefined)	i	1	i	i	i	i	4	i	i	i	i
COc1ccc(C)cc1N(CC(=O)N1CCc2ccccc2C1)S(C)(=O)=O	i	22	i	i	i	i	0	i	i	i	i
CCCCNC(=O)CC1N=C2c3ccccc3N=C(SCC(=O)Nc3cccc(C)c3)N2C1=O (centres undefined)	i	0	i	i	i	i	?	i	i	i	i
CC(C)(C)c1csc(NC(=O)CS(=O)(=O)c2ccccc2)n1	i	-1	i	i	i	i	2	i	i	i	i
COc1ccc(Nc2ncc(C(=O)N3CCN(c4ccccc4OC)CC3)c3ccccc23)cc1	i	24	i	i	i	i	3	i	i	i	i
Cc1ccc2occ(/C=N/NC(=O)c3ccccc3C)c(=O)c2c1	i	8	i	i	i	i	0	i	i	i	i
CCN(C(=O)CSc1nc2ccc([N+](=O)[O-])cc2s1)C1CCS(=O)(=O)C1 (centres undefined)	i	-3	i	i	i	i	5	i	i	i	i
CS(=O)(=O)N(CC(=O)N1CCc2ccccc2C1)c1ccc2c(c1)OCO2	i	-3	i	i	i	i	1	i	i	i	i
CN(C)C(=O)C(NC(=O)c1ccccc1)=C(Cl)Cl	i	.	i	i	i	i	-6	i	i	i	i
CC(=O)N1N=C(c2ccccc2)CC1c1cn(C)c2ccccc12 (centres undefined)	i	30	i	i	i	i	0	i	i	i	i
O=C(CSc1n[nH]c(-c2cccs2)n1)NCc1ccc2c(c1)OCO2	i	-2	i	i	i	i	2	i	i	i	i
Cn1nc(C(=O)N2CCN(S(=O)(=O)c3ccccc3)CC2)c2ccccc2c1=O	i	0	i	i	i	i	1	i	i	i	i
CCC(=O)N1CCc2cc(S(=O)(=O)N3CCN(c4ccccn4)CC3)ccc21	i	3	i	i	i	i	1	i	i	i	i
O=C(C1CCCN(S(=O)(=O)c2ccc(Cl)cc2)C1)N1CCCC1 (centres undefined)	i	-4	i	i	i	i	8	i	i	i	i
O=C(NCc1cccs1)c1cccnc1C(=O)O	i	1	i	i	i	i	3	i	i	i	i
O=C(CCc1nc(-c2ccccc2Cl)no1)NC1CCCCC1	i	2	i	i	i	i	-1	i	i	i	i
O=C(Cn1nc(C(=O)O)c2ccccc2c1=O)c1c[nH]c2ccccc12	i	3	i	i	i	i	.	i	i	i	i
CC(=O)n1cc(C(C[N+](=O)[O-])SCCN)c2ccccc21 (centres undefined)	i	-1	i	i	58*	i	6	i	i	4.7*	i
CC(C)(C)NC(=O)C(c1ccccn1)N(C(=O)C1CSC(=O)C1)c1ccccc1F (centres undefined)	i	1	i	i	i	i	.	i	i	i	i
COC(=O)C1=CO[C@@H](C)[C@H]2CN3CCc4c([nH]c5ccccc45)[C@@H]3C[C@H]12	i	.	i	i	i	.	2	.	i	.	.
Cc1oncc1C(=O)Nc1cccc(C#N)c1	i	4	i	i	i	i	0	i	i	i	i
Cc1ccc(SCc2c(C(=O)N/N=C/C3CC=CCC3)nnn2-c2nonc2N)cc1 (centres undefined)	i	1	i	i	i	i	-5	i	i	i	i
CCN1CCN(S(=O)(=O)c2ccc(OC)c3ccccc23)CC1	i	3	i	i	i	i	-8	i	i	i	i
CCn1c(SCC(=O)Nc2ccc(OC)cc2)nnc1-c1ccco1	i	-3	i	i	i	i	0	i	i	i	i
Cc1csc(NC(=O)CCN2C(=O)c3ccccc3S2(=O)=O)n1	i	-1	i	i	i	i	-4	i	i	i	i
CC(C)CC(COCc1cccc(C(F)(F)F)c1)N1CCN(C(=O)c2cccc(C(F)(F)F)c2)CCC1=O (centres undefined)	i	7	i	i	i	i	?	i	i	i	i
COC(=O)C1CCN(C(=O)CCCOc2ccccc2)CC1	i	-5	i	i	i	i	1	i	i	i	i
O=C(c1ccncc1)N1CCN(C(=O)c2cccs2)CC1	i	-5	i	i	i	i	-9	i	i	i	i
COc1ccc(O)c(C(=O)c2cnn(-c3ccccn3)c2)c1	i	2	i	i	i	i	-6	i	i	i	i
CCCCCCCCCCOC(=O)NC1CCS(=O)(=O)C1 (centres undefined)	i	-1	i	i	i	i	9	i	i	i	i
COc1ccc(C2/C(=C(\O)c3ccc4c(c3)OCCO4)C(=O)C(=O)N2CCCN(C)C)c(OC)c1 (centres undefined)	i	2	i	i	i	i	5	i	i	i	i
Cc1cccnc1NCC(O)COc1ccccc1 (centres undefined)	i	3	i	i	i	-6.5*	-3	i	i	i	i
CCOc1cc(N2CCOCC2)c(OCC)cc1NC(=O)c1ccc2ccccc2n1	i	4	i	i	i	i	5	i	i	i	i
COc1ccccc1C(=O)NNC(=S)NC(=O)c1sc2ccccc2c1Cl	-6.2*	94*	100*	i	36*	i	3	-8.7*	i	i	i
C/[N+]([O-])=C/c1c(OCc2ccccc2)ccc2ccccc12	i	8	i	i	i	i	0	i	i	i	i
CCOC(=O)C1CCCN(C(=O)COc2ccc(N(C)S(=O)(=O)c3ccc(C)cc3)cc2)C1 (centres undefined)	i	-3	i	i	i	i	4	i	i	i	i
CCOC(=O)C1CCN(C(=O)COc2ccc3c(c2)OCO3)CC1	i	-1	i	i	i	i	-3	i	i	i	i
CCn1cc(C(C)NC(=O)Nc2ccccc2C(=O)OC)c(C)n1 (centres undefined)	i	4	i	i	i	i	-13	i	i	i	i
Cc1cnccc1CN(C)C(=O)CC1C(=O)NCCN1CC1CCCCC1 (centres undefined)	i	7	i	i	i	i	1	i	i	i	i
O=[N+]([O-])c1ccc(-n2cnc3ccccc32)c([N+](=O)[O-])c1	i	2	i	i	i	i	-2	i	i	i	i
Cc1ccc(NC2=Nc3ccccc3CS2)cc1	i	4	i	i	i	i	3	i	i	i	i
Cc1cc(C(=O)NC2CC(C)(C)Cc3c2cnn3-c2ccccc2C)c(C)o1 (centres undefined)	i	3	i	i	i	i	-3	i	i	i	i
O=C(CSc1nc2cc(Cl)ccc2s1)NC(=O)NCc1ccco1	i	-10	i	i	i	i	1	i	i	i	i
Cn1c(CN2CCCC2)nc2cc(NC(=O)COc3ccc(Cl)cc3)ccc21	i	-3	i	i	i	i	1	i	i	i	i

(more compounds)
Molecule	TMEM16A act	SKKanGAS inh	TMEM16A inh	MrgX1 antag	MrgX1 agonist	TRPC6 inhibitor	HDAC3 inhib	RGS4 pot	MrgX1 allo act	RGS4 inh	TRPC6 act
CC1CCc2c(sc3ncn4c(SCC(=O)NCc5ccco5)nnc4c23)C1 (centres undefined)	i	-1	i	i	i	i	13	i	i	i	i
[O-][N+]12CCN(CC1)c1ccccc12	i	1	i	i	i	i	-1	i	i	i	i
CCOc1cc(N2CCOCC2)c(OCC)cc1NC(=O)CSc1n[nH]c(N)n1	i	1	i	i	i	i	-5	i	i	i	i
COc1ccccc1N(CC(=O)NCCc1ccccc1)C(=O)CCC(=O)Nc1cc(C)ccn1	i	-4	i	i	i	i	4	i	i	i	i
Cn1nc(C(C)(C)C)c([N+](=O)[O-])c1C(=O)Nc1ccccc1	i	-10	i	i	i	i	7	i	i	i	i
COc1ccc(-c2oc3ccc(-c4ccc(OC)nc4)cc3c2C#CC2(O)CCCCC2)cc1	i	44	i	i	i	i	-5	i	i	i	i
CC(=O)Nc1sc2c(c1C#N)CCCC2	i	-14	i	i	i	i	1	i	i	i	i

From PubChem BioAssay

Not a hit list; 6.7% or so of the library scored in one or more.
